Screening results as filed in PubChem BioAssay.
NR0B1 inh: DAX1 (NR0B1) inhibitors, primary screen, cell-based, HEK293, Gal4-DAX1, luciferase luminescence; inhibition, % at 6.75 µM; HEK293 Gal4-DAX1 luciferase reporter; Nuclear receptor subfamily 0 group B member 1 (Homo sapiens), P51843; actives 0.99% (n = 340,000);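 active = inhibition above the mean over all tested compounds plus 3 SD, cut at about 4.2% in these data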;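 also: 0% = DAX1-transfected cells with DMSO and 100% = empty-vector control cells with DMSO; inhibition shows as a rise in luminescence from relieved DAX1 repression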
Target sequence (P51843 207-470 limits assumed): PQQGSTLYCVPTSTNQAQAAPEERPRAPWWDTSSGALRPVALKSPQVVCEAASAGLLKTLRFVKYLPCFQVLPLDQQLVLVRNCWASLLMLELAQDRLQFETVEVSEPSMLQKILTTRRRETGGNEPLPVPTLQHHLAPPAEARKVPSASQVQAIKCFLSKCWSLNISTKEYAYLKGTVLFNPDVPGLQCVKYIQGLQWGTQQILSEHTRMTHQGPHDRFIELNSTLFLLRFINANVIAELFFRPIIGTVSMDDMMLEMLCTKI
GAA850 FXN act: FXN promoter activators, primary screen, cell-based, luciferase luminescence, HEK293 lucGAA850 | activation, % at 6 µM | actives 0.56% (n = 360,000) | HEK293 lucGAA850 FXN promoter luciferase reporter, 24 h; percent of 10 µM SAHA response | AID 540364, 2011;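 active = activation above the average of all compounds screened plus 3 SD, cutoff fixed separately per campaign, cut at about 7.5% in these data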;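 also: 0% = DMSO wells and 100% = 10 µM SAHA wells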
The depositor's hits bear a star. The list is partial. The share of hits here may be higher or lower than overall.

item	Compound	NR0B1 inh	GAA850 FXN act
1	CCN=C1S/C(=C\c2ccc(-c3cccc(C(=O)O)c3)o2)C(=O)N1CC	0.4	8.4*
2	COC(=O)C1=C(C)N(c2ccccc2)/C(=C/c2cccs2)C1=O	-1.2	1.2
3	COc1ccccc1C(=O)Nc1nnc(SCC(=O)NCc2ccco2)s1	0.2	2.3
4	Cc1ccn(C(=O)c2cc3c(C)nn(-c4ccccc4)c3s2)n1	1.0	2.1
5	Cc1cccc(C(=O)n2c(=S)nc3ccccn32)c1	1.7	-0.1
6	Cc1ccc(C(=O)NCCc2nnc(SCC(=O)Nc3cccc(C(=O)O)c3)n2C)cc1	0.1	2.6
7	CCN1CCN(CCNC(=O)CCc2c(C)c3c(C)nn(-c4ccccc4)c3n(C)c2=O)CC1	-0.5	2.3
8	O=Cc1ccc(O)c2ncccc12	-1.8	1.3
9	Cc1ccc(F)cc1N=Cc1c(O)c2ccccc2oc1=O	2.8	0.1
10	O=[N+]([O-])c1cc(Cc2ccccc2)cc(C=Nc2ccc(N3CCOCC3)cc2)c1O	-0.9	0.0
11	CC1CCCCN1C(=O)C1CC(c2ccc(F)cc2)=NO1 (centres undefined)	2.6	1.7
12	Cc1ccc(NC2=C/C(=N\S(=O)(=O)c3cccs3)c3ccccc3C2=O)c(C)c1	-6.0	-14.1
13	Cc1cc(C)c(NC(=O)Cn2nnc(C(=O)NCCc3ccccc3)c2N)c(C)c1	-0.5	-0.1
14	O=C(Nc1ccc(Cl)cc1)N1CCCC1	0.5	0.3
15	Cc1sc(NC(=O)C2CCCO2)c(C#N)c1C (centres undefined)	-0.5	0.1
16	O=C(Cn1c(CO)nc2ccccc21)NC1CCCCCC1	-0.2	-0.5
17	CCOCCCn1c(C)nc2c(c1=O)c1nc3ccccc3nc1n2-c1ccc(C)cc1	0.1	0.9
18	O=C(COC(=O)C12CC3CC(CC(C3)C1)C2)Nc1ccc2[nH]c(=O)[nH]c2c1	0.2	0.5
19	CC(=O)Nc1ccc(S(=O)(=O)N[C@@H](C)C(=O)N2CCN(C/C=C/c3ccccc3)CC2)cc1	-0.4	0.2
20	Brc1ccc2c(c1)OCCOCCOc1cc(Br)ccc1OCCOCCOCCO2	-1.4	0.1
21	COc1ccc(CNC(=S)Nc2ccccc2-c2ccccc2)cc1	0.5	-0.5
22	Cc1cccc(NC(=O)CCN2C(=O)c3ccccc3S2(=O)=O)c1C	2.4	1.7
23	COCCn1c(C(C)C)nc2sc3ccccc3c(=O)c2c1=O	-0.1	-1.1
24	O=c1c2cccc3c2c(nn1CN1CCOCC1)-c1ccccc1-3	2.2	4.3
25	Cc1ccc([N+](=O)[O-])cc1N=Nc1c(-c2ccc([N+](=O)[O-])cc2)[nH]n(C(N)=S)c1=O	0.1	-2.2
26	O=C(NCCc1ccc(Cl)cc1)c1cccc(N2CCCC2=O)c1	1.1	2.4
27	COC/C=C/C1=CC2=CC(=O)C(C)(OC(=O)c3cnc4ccccc4n3)C(=O)C2=CN1CC(C)C (centres undefined)	2.1	3.3
28	Cc1ccc(-c2nnn(CC(=O)N(CCO)C(C(=O)NC(C)(C)C)c3ccncc3)n2)cc1 (centres undefined)	0.9	1.5
29	COc1cc(N=Nc2c(O)c3ccccc3[nH]c2=O)c(OC)cc1N=Nc1ccccc1	1.0	2.1
30	Cc1sc2nc(C(C)(C)C)oc(=O)c2c1C	0.2	1.4
31	NC(=O)c1cc[n+](CC2=C(C(=O)O)N3C(=O)[C@@H](NC(=O)C(c4ccccc4)S(=O)(=O)[O-])[C@H]3SC2)cc1 (some centres undefined)	-1.3	0.6
32	CCC(CC)CN1C(Nc2ccccc2)=NC[C@@H]1CC(C)C	2.1	-1.1
33	COC(=O)CCC(=O)OC1(C)C(=O)C2=CN(c3ccc(OC)cc3)C(c3ccc(OC)cc3)=CC2=C(Br)C1=O (centres undefined)	0.8	3.0
34	NC(=S)NN=C1c2cc(Cl)ccc2-c2c1cc(Cl)cc2[N+](=O)[O-]	-0.2	-2.9
35	CCCn1nc(-c2nnc(-c3ccc(C)c(C)c3)o2)c2ccccc2c1=O	-0.7	1.8
36	COc1cc2cc(C(c3nnnn3Cc3ccc(F)cc3)N3CCCCCC3)c(=O)[nH]c2cc1OC (centres undefined)	-0.7	-1.8
37	CCOC(=O)CSc1n[nH]c(NC(=O)c2ccc(F)cc2)n1	-0.1	2.0
38	COC(=O)c1ccc(OC)c(Cn2c(=O)n(C)c(=O)c3sccc32)c1	1.5	3.5
39	O=c1n(S(=O)(=O)c2cccc3cccnc23)c2ccccc2n1S(=O)(=O)c1cccc2cccnc12	0.2	-0.2
40	CCOC(=O)c1c(NC(=O)COC(=O)c2ncc(Cl)c(Cl)c2Cl)sc(C(=O)N(C)C)c1C	1.1	2.0
41	COc1cc(Cl)c(C)cc1NC(=O)CN1CCN(C(=O)C2CC2)CC1	0.2	-3.9
42	O=C(C1CCCN(S(=O)(=O)c2cnc[nH]2)C1)N1CCN(Cc2ccccc2)CC1 (centres undefined)	1.8	-1.3
43	COc1cc2c(cc1OC)C(=O)C(Br)CC2 (centres undefined)	-0.5	7.4
44	COC(=O)C1=C(C)N(Cc2ccccc2)C(=NCc2cc(OC)c(OC)c(OC)c2)N[C@H]1c1cccc(F)c1	2.5	-11.5
45	CCn1c(=O)[nH]c2cc(C(=O)N3CCN(c4ccccc4)CC3)ccc2c1=O	0.9	2.2
46	COc1ccc(C2NC(=O)c3ccccc3N2)cc1 (centres undefined)	1.2	2.6
47	C#CCOCCOCCOCCNc1nc(N2CCN(C(=O)CCCCCCCCCCNC(=O)[C@H](CCCCN)n3cc(C)nn3)CC2)nc(N2CCN(C(=O)CCCCCCCCCCNC(=O)[C@H](CCCCN)n3cc(CCCC(=O)O)nn3)CC2)n1	0.8	-1.5
48	COc1cc(C2C(C(=O)c3ccco3)=C(O)C(=O)N2Cc2cccnc2)cc(OC)c1OC (centres undefined)	0.7	1.3
49	O=C(c1ccc2c3n(nc2c1)-c1ccccc1CO3)N1CCOCC1	2.0	4.2
50	Cc1nn(C)c(C)c1/C=N/NC(=O)C(C)(C)Oc1ccc(Cl)cc1	-0.6	-0.4
51	COc1ccc(/C=C/c2ccc3ccccc3[n+]2C)cc1OC	2.6	3.9
52	Cc1ccc(NC(=O)c2cccc3c2C(=O)N(C2CCCCC2)C3)c(C)c1	-0.3	1.9
53	CCC1(CC)Cc2ccccc2-c2nc(-c3ccccc3)oc(=O)c21	0.0	2.4
54	CC(C)=CC(=O)Nc1ccccc1Br	-0.9	1.9
55	CCCCOc1ccc(-c2cc(C(=O)NNC(=S)NCC)c3ccccc3n2)cc1	-4.2	6.2
56	CCCC1=C(C(=O)OCC)C(/C=C/c2ccccc2)n2ncnc2N1 (centres undefined)	-0.5	-6.3
57	O=C(O)c1cccc2c1/C(=N/Nc1ccc([N+](=O)[O-])cc1[N+](=O)[O-])c1ccccc1-2	0.9	-1.7
58	COc1cccc(-c2sc3ccc(OC)cc3c2-c2ccc(OCCN3CCCC3)cc2)c1	-0.3	2.1
59	C/C=C\C=C/C(=O)Nc1cccc(C2=NOC3(C2)C[C@@H](C(N)=O)N(C(=O)[C@H]2CCC(=O)N2)C3)c1 (some centres undefined)	0.1	1.8
60	C[C@@H]1CN([C@H](C)CO)C(=O)Cc2cc(NS(=O)(=O)c3ccc(Cl)cc3)ccc2O[C@H]1CN(C)Cc1ccc(C(F)(F)F)cc1	-0.6	-1.3

Continuation:
item	Compound	NR0B1 inh	GAA850 FXN act
61	Cc1cccc([C@@H]2[C@@H]3C(=O)N(Cc4ccccc4)C(=O)[C@@H]3[C@]3(CC(C)C)C(=O)N(c4cccc(Br)c4)C(=O)N23)c1	-0.8	-1.0
62	CCC(C)C1Nc2ccc(C(=O)NCCc3ccc(OC)c(OC)c3)cc2NC1=O (centres undefined)	-1.7	-3.9
63	C#CCOCCOCCOCCNc1nc(N2CCN(C(=O)[C@H](CCC(=O)O)n3cc(C(N)CC(C)C)nn3)CC2)nc(N2CCN(C(=O)[C@H](CCC(=O)O)n3cc(C(N)CC(C)C)nn3)CC2)n1 (some centres undefined)	1.1	0.6
64	COc1ccc(-c2nc(CS(=O)CC(=O)NCc3ccc(C)cc3)c(C)o2)cc1OC (centres undefined)	0.7	2.9
65	O=C(Nc1ccccc1)c1ccc(CSc2ccccn2)cc1	-0.3	5.4
66	Cc1ccc(CCNC(=O)C2CCCN2S(=O)(=O)c2ccc3c(c2)CCC(=O)N3)cc1 (centres undefined)	-0.7	0.8
67	C#CCOCCOCCOCCNc1nc(N2CCN(C(=O)[C@H](CCCCN)n3cc([C@@H](N)C(C)CC)nn3)CC2)nc(N2CCN(C(=O)[C@H](Cc3cc4ccccc4[nH]3)n3cc([C@@H](N)CC(C)C)nn3)CC2)n1 (some centres undefined)	0.7	2.5
68	Cc1c(OC(=O)c2ccc([N+](=O)[O-])cc2)c2c(c[n+]1C)COC(C)(C)OC2	-0.3	0.9
69	COC(=O)CCC(=O)OC1(C)C(=O)C2=CN(CC3CC3)C(c3ccc(OC)cc3)=CC2=C(Br)C1=O (centres undefined)	-0.1	0.7
70	CCNC(=O)COc1ccc(S(=O)(=O)Nc2ccccc2)cc1	0.8	-2.1
71	O=C(Cn1cnc2ccc(Br)cc2c1=O)c1cccs1	1.3	0.4
72	CCC(C(=O)NC1CCCC1)N(C(=O)c1snc(C(N)=O)c1N)c1ccc2c(c1)OCCO2 (centres undefined)	0.1	-1.4
73	CC(C)(C)c1cc(CCC(=O)NNC(=S)NC(=O)c2ccccc2)cc(C(C)(C)C)c1O	-0.5	1.9
74	CCCn1c(NC(=O)c2cccc(C)c2C)nc2ccccc21	-0.4	-3.2
75	COc1ccc2[nH]c(C(=O)NCCCn3ccnc3)cc2c1	0.4	0.7
76	COc1ccc(C(=O)CC(=O)C(=O)Nc2cc([N+](=O)[O-])ccc2OC)cc1	-1.0	0.6
77	Cc1ccc(SCC(=O)O/N=C(\N)c2cccnc2)cc1	1.0	-0.7
78	CCOC(=O)CN1C(=O)N[C@@H](c2cccc(C(F)(F)F)c2)C(C(C)=O)=C1C	2.4	1.5
79	Cc1ccccc1N1C(=O)c2sc3nc4c(c(=O)n3c2C1=O)CCC4	0.2	0.1
80	CN(Cc1ccccc1)c1ncnc2ccc(Br)cc12	0.9	-1.8
81	Fc1ccc(Cn2nnc3ccccc32)cc1	0.1	2.1
82	COc1ccc(N2C(=O)CCC(C(=O)N3CCCCC3)C2c2ccc(F)cc2)cc1 (centres undefined)	0.4	-2.1
83	CSc1ccc(-c2nc3cnccn3c2Nc2ccc3c(c2)OCO3)cc1	-0.3	3.1
84	CCN1C(=O)[C@@H]2Cc3c([nH]c4ccccc34)C(c3ccc(OC)cc3)N2C1=S (some centres undefined)	-2.2	-6.8
85	Cc1ccccc1C(=O)N1CCc2cc(-c3nc(NC(=O)Cc4ccc5c(c4)OCO5)sc3C)ccc21	-4.7	-5.3
86	COC(=O)NNC(=O)c1cccc(C)c1	0.4	0.1
87	O=C(Cc1csc(Nc2nc(=S)[nH]c3ccccc23)n1)NCc1ccc(Cl)cc1	-0.3	2.3
88	COc1ccc(-c2csc(Cc3nnc(N4CCOCC4)n3-c3ccccc3)n2)cc1OC	-0.5	0.3
89	COc1cccc(-c2cnc(NCc3cc(Cl)ccc3O)n2C)c1	0.3	0.2
90	COc1ccc(CCNC(=O)c2ccc3c(c2)N(Cc2ccc(C)cc2)CCS3)cc1OC	-0.5	-2.2
91	C[N+](C)(C)C(Cc1ccccc1)C(=O)[O-] (centres undefined)	2.7	1.4
92	COC(=O)c1[nH]c(C)c(/C(O)=C2\C(=O)C(=O)N(CCN(C)C)C2c2ccco2)c1C (centres undefined)	0.2	-2.5
93	CC(C)N(C(=O)Cn1cnc2c(cnn2-c2ccccc2Cl)c1=O)C(C)C	-0.2	1.5
94	Cc1ccc(NC(=O)Cn2nnc(C(=O)NCCc3ccccc3)c2N)c(C)c1	0.5	0.5
95	CCOC(=O)N1CCN(c2c(N3CCN(c4cccc(C(F)(F)F)c4)CC3)c(=O)c2=O)CC1	-0.8	-2.0
96	CC[C@@]12C(=O)N(c3ccc(OC)cc3)C(=O)N1[C@H](c1cccc(C)c1)[C@@H]1C(=O)N(Cc3ccccc3)C(=O)[C@@H]12	0.5	3.8
97	COc1ccc(CNC(=O)C[C@H]2C[C@H](C(=O)N3CCCCC3)[C@@]3(CCc4ccccc4)c4[nH]c5cc(-c6ccco6)ccc5c4CCN3C2=O)cc1OC	-1.0	-0.6
98	O=C(Oc1ccc(OC(=O)c2ccco2)c(S(=O)(=O)c2ccc(Br)cc2)c1)c1ccco1	-1.0	-1.1
